PP1 counter – counter-screen for PP5 inhibitors: inhibitors of human PP1-alpha; inhibition, % at 6.7 µM; actives 0.9% (n = 320,000); P62136; AID 2235; purified PP1alpha, OMFP fluorescence;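 active means inhibition above the mean inhibition of all tested compounds plus 3 SD, computed separately for each screening campaign, cut at about 15% in these data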
Target sequence (P62136 whole entry, looked up): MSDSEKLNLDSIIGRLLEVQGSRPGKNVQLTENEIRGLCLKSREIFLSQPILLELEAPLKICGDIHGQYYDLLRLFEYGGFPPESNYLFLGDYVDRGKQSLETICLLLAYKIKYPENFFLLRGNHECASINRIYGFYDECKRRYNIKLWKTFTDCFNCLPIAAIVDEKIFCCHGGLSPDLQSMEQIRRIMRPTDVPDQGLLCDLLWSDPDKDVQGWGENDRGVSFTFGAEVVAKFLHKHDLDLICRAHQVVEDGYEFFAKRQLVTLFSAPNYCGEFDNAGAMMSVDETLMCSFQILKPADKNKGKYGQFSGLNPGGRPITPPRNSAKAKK
Efflux pump mplx – blocks antifungal efflux pumps in multiplex yeast assay; S. cerevisiae Candida pump triplex, Nile Red efflux; inhibition, % at 10 µM; actives 0.44% (n = 330,000); AID 485275;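 active means plate passing quality check with inhibition over a set limit, or well fluorescence over plate mean plus 4 SD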;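 further: Nile Red retained in pooled yeast measured as flow cytometry median fluorescence; 0% = buffer negative control and 100% = Enniatin B positive control; higher means more Nile Red kept so more efflux inhibition; some compounds called inactive have numbers as strong as hits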
ZTA counter – counter-screen for EBNA-1 inhibitors: inhibitors of Epstein-Barr virus ZTA. actives 0.15% (n = 320,000). ZTA-DNA binding, fluorescence polarization. inhibition, % at 11 µM. AID 2234; in the data active means inhibition above about 33%
Target sequence (P03206 whole entry, looked up): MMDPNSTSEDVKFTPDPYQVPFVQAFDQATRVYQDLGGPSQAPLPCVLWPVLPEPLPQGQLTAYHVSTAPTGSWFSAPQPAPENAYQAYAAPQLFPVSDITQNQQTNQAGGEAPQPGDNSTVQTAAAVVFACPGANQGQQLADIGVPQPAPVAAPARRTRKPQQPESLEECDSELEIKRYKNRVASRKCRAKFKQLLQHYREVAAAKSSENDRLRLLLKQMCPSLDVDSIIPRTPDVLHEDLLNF
PREPL inh – human PREPL enzyme inhibition; actives 0.68% (n = 320,000); Q4J6C6; AID 2751; recombinant PREPL, fluorescence polarization activity-based probe; inhibition, % at 5.96 µM; in the data active means inhibition above about 43%;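 further: 0% = enzyme with DMSO and 100% = wells lacking enzyme; many of its hits are not listed in these tables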
CTSL1 counter – cathepsin L1 inhibition, PFM18AAP counter-screen; recombinant F. hepatica cathepsin L1, Z-Leu-Arg-MCA fluorescence; inhibition, % at 5.96 µM; actives 0.49% (n = 300,000);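 active means inhibition above the mean of all tested compounds plus 3 SD, set per screening campaign, cut at about 17% in these data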;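 further: 0% = plate median of test compound wells and 100% = 1 µM Z-Phe-Ala-diazomethylketone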
TPT1 inhibitor – C. albicans TPT1 enzyme inhibition; recombinant caTPT1, FP RNA substrate dephosphorylation; inhibition, % at 5 µM; actives 0.81% (n = 300,000);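 active means inhibition above the mean of all tested compounds plus 3 SD, set per screening campaign, cut at about 24% in these data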;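 further: plate controls were DMSO alone for no effect and ferristatin control at 100 nM for full effect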
PP5 inh – PP5 (human) phosphatase inhibition | purified PP5c, OMFP substrate fluorescence | AID 1987 | inhibition, % at 6.7 µM | actives 0.18% (n = 320,000) | P53041;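 active means inhibition above the campaign's mean inhibition across all tested compounds plus 3 SD, cut at about 9.5% in these data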;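 further: 0% = DMSO only and 100% = 100 µM cantharidin control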
EBNA-1 inh – blocks EBNA-1 binding to DNA; actives 0.34% (n = 300,000); EBNA-1 DNA binding, fluorescence polarization; inhibition, % at 14.8 µM; AID 1950; in the data active means inhibition above about 28%
core dimer inh – blocks dimerization of HCV core protein; TR-FRET GST/Flag-core106 dimerization, 1536-well; actives 0.33% (n = 300,000); inhibition, % at 5 µM; AID 1899;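 active means inhibition above the mean of all tested compounds plus 3 SD, set per screening campaign, cut at about 45% in these data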
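System: GST/Flag-tagged HCV core106 proteins. Incubation: compound-protein-antibody incubation 4 h at 22.5 °C. Technique: HTRF with 340 nm excitation, 617/671 nm emission. Medium: KF-containing HEPES buffer, pH 7.45, DTT, CHAPS, BSA. Read-out: inhibition (%) from 671 over 617 nm ratio. Also added: Eu(K)-anti-GST 90 ng/mL plus XL665-anti-Flag 1 µg/mL.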
Numbers without * were called inactive; · = not tested or not shown.

Start of the listing, in advance (12 entries):
SMILES	PP1 counter	Efflux pump mplx	ZTA counter	PREPL inh	CTSL1 counter	TPT1 inhibitor	PP5 inh	EBNA-1 inh	core dimer inh
Cc1cccc(C)c1NC(=O)CN1C(=O)N(C)Cc2ccccc21	-2	0.1	-1	-6	-3	3	2.8	-6	-14
Cc1c(OCc2nn[nH]n2)ccc2c3c(c(=O)oc12)CCCC3	1	-0.1	5	5	2	-5	0.6	16	6
COc1ccc(S(=O)(=O)N2CCCCCC2)cc1C(=O)NCCOc1ccc(C)cc1	1	0.0	-15	18	-1	-8	2.9	-3	4
CSc1ccccc1NC(=O)C1=CC(c2ccc(C)cc2)=NS(=O)(=O)N1C	4	-0.1	9	-10	1	-4	-1.2	4	-4
COC(=O)Cc1c(C)nc2nc(-c3ccc(Cl)cc3)[nH]n2c1=O	3	0.1	-10	3	1	2	5.2	-6	-4
CCN(CC)C1CCN(C(=O)c2cc(COc3ccc(-n4cncn4)cc3)on2)C1 (stereo not drawn)	-6	0.1	10	2	-5	1	3.8	-5	-13
C1N2CN3CN1CN(C2)C3	-3	-0.1	4	5	3	-4	0.4	0	-1
COc1cc(/C=C2\CCCc3c2nc2ccccc2c3C(=O)O)cc([N+](=O)[O-])c1O	-2	0.2	9	8	2	0	3.5	-3	-26
Cc1[nH]c2ccccc2c1/C=C(\C#N)S(=O)(=O)c1ccccc1	2	0.0	-4	2	5	0	0.6	11	-4
CN(C)c1ccc(C#Cc2ccc3cc(CCCO)oc(=O)c3c2)cc1	1	0.0	4	12	·	·	-1.6	·	·
Cc1cc(C)nc(SCc2cc(=O)c(OC(=O)c3cc([N+](=O)[O-])ccc3Cl)co2)n1	1	-0.6	1	-3	-1	1	-1.2	2	3
O=C(NCc1ccccc1Cl)C(=O)NCC1OCCN1S(=O)(=O)c1ccc(F)cc1 (stereo not drawn)	-2	-2.2	-17	6	-2	2	3.7	1	14

The list itself, repeating the preview:
SMILES	PP1 counter	Efflux pump mplx	ZTA counter	PREPL inh	CTSL1 counter	TPT1 inhibitor	PP5 inh	EBNA-1 inh	core dimer inh
Cc1cccc(C)c1NC(=O)CN1C(=O)N(C)Cc2ccccc21	-2	0.1	-1	-6	-3	3	2.8	-6	-14
Cc1c(OCc2nn[nH]n2)ccc2c3c(c(=O)oc12)CCCC3	1	-0.1	5	5	2	-5	0.6	16	6
COc1ccc(S(=O)(=O)N2CCCCCC2)cc1C(=O)NCCOc1ccc(C)cc1	1	0.0	-15	18	-1	-8	2.9	-3	4
CSc1ccccc1NC(=O)C1=CC(c2ccc(C)cc2)=NS(=O)(=O)N1C	4	-0.1	9	-10	1	-4	-1.2	4	-4
COC(=O)Cc1c(C)nc2nc(-c3ccc(Cl)cc3)[nH]n2c1=O	3	0.1	-10	3	1	2	5.2	-6	-4
CCN(CC)C1CCN(C(=O)c2cc(COc3ccc(-n4cncn4)cc3)on2)C1 (stereo not drawn)	-6	0.1	10	2	-5	1	3.8	-5	-13
C1N2CN3CN1CN(C2)C3	-3	-0.1	4	5	3	-4	0.4	0	-1
COc1cc(/C=C2\CCCc3c2nc2ccccc2c3C(=O)O)cc([N+](=O)[O-])c1O	-2	0.2	9	8	2	0	3.5	-3	-26
Cc1[nH]c2ccccc2c1/C=C(\C#N)S(=O)(=O)c1ccccc1	2	0.0	-4	2	5	0	0.6	11	-4
CN(C)c1ccc(C#Cc2ccc3cc(CCCO)oc(=O)c3c2)cc1	1	0.0	4	12	·	·	-1.6	·	·
Cc1cc(C)nc(SCc2cc(=O)c(OC(=O)c3cc([N+](=O)[O-])ccc3Cl)co2)n1	1	-0.6	1	-3	-1	1	-1.2	2	3
O=C(NCc1ccccc1Cl)C(=O)NCC1OCCN1S(=O)(=O)c1ccc(F)cc1 (stereo not drawn)	-2	-2.2	-17	6	-2	2	3.7	1	14
Cc1ccccc1NC(=O)CS(=O)(=O)c1cn(CC(=O)N2CCOCC2)c2ccccc12	-2	-0.1	9	2	-2	-1	0.8	3	2
CCCc1cc(C(=O)Nc2ccc(CC)cc2)no1	5	0.2	-3	10	-4	2	3.3	-18	-5
COc1ccc(C(=O)CSc2nnc(C3CC3)n2N)cc1	3	-0.2	2	3	-3	0	1.9	14	3
CC(OC(=O)C1CCN(S(=O)(=O)c2ccccc2C(F)(F)F)CC1)C(=O)N(C)Cc1ccccc1 (stereo not drawn)	-1	0.3	0	11	1	-2	1.0	-2	4
O=C(NN=C1CCCC1)c1[nH]c2ccc(Cl)cc2c1-c1ccccc1	-3	0.0	2	0	-4	1	-0.4	0	9
CSc1ccc(C(=S)N2CCCCCC2)cc1	3	-0.1	-18	-2	3	1	-0.3	4	2
O=C(O)Cc1ccc(C(=O)c2cccs2)s1	-5	-0.1	15	-2	2	-1	-0.4	3	3
Cc1ccc(S(=O)(=O)N2CCC(C(=O)OCC(=O)N3CCCC3=O)CC2)cc1C	-5	0.0	-12	-4	-2	0	0.5	-9	0
COc1ccc(Cc2nnc(SCC(=O)NC(C)c3ccccc3)o2)cc1 (stereo not drawn)	-3	-0.1	-10	14	-2	3	1.8	-9	-2
COc1ccccc1-c1nc(-c2ccccn2)no1	-3	0.1	1	0	0	0	-1.2	3	-11
CC1CCC(C(C)C)C(OCC(O)C[N+]2(C)CCCCC2)C1 (stereo not drawn)	-3	-0.1	0	13	-3	1	-1.4	-12	1
O=C(Nc1ccc2c(c1)OCCO2)c1cccc(C(=O)Nc2ccc3c(c2)OCCO3)c1	0	0.1	13	9	0	-5	1.0	2	13
Cc1cc(C)cc(OCC(=O)Nc2cccc(-c3nnc(-c4ccco4)o3)c2)c1	1	0.1	5	2	-1	-2	2.6	-1	5
Nn1cnc2cc3ccccc3cc2c1=O	-4	0.0	8	10	-1	1	-0.3	-2	1
Nc1c(C(=O)NCCN2CCOCC2)c2nc3ccccc3nc2n1-c1ccc2c(c1)OCO2	5	0.1	4	19	-3	0	5.0	-2	36
COCC(C)NC(=O)c1cc2c(ccc3ccccc32)oc1=O (stereo not drawn)	-5	-0.2	-7	-1	6	-3	-0.5	4	11
COc1cccc(CN2CCN(c3ncccn3)CC2)c1	-1	0.1	4	11	-1	-4	3.4	0	-1
C/C(=N\Nc1ncc(Cl)cc1Cl)c1ccc(C#N)cc1	-5	0.0	-2	6	2	9	-2.4	3	-2
CCOc1ccc(Nc2ncnc3c2cnn3-c2ccccc2)cc1	0	-0.1	-1	-3	-3	-1	2.5	16	1
Cc1ccc(C(=O)Nc2nc(-c3cccnc3)cs2)o1	-1	-0.1	3	3	2	-10	0.4	5	5
CN(CC1CCOCC1)C(=O)CC1C(=O)NCCN1Cc1ccccc1F (stereo not drawn)	0	0.0	-5	5	1	-3	4.2	-3	0
CCN(CC(=O)Nc1c(F)cccc1F)C(=O)C1CCN(S(=O)(=O)c2ccc(F)cc2)CC1	-8	0.0	6	3	2	-1	0.1	12	3
COc1ccc(C2CCCN2C(=O)Nc2ccc(F)cc2)cc1OC (stereo not drawn)	1	0.1	9	12	-8	0	5.0	2	-2
COc1ccc(N2C(=O)CSC23C(=O)Nc2ccccc23)cc1 (stereo not drawn)	-6	0.1	6	-1	-1	-6	-2.4	16	-1
Cn1c(C(=O)N2CCN(C(=O)c3ccco3)CC2)cc2c(=O)n(C)c3ccccc3c21	-2	-0.1	9	-4	1	-3	-1.9	7	-1
Cc1nn(C)cc1/C=N/NC(=S)Nc1ccccc1	-6	-0.1	13	11	8	-3	0.4	11	-1
CC1(OC(=O)C2CCCC2)C(=O)C=C2C=C(c3ccsc3)N(CCCCO)C=C2C1=O (stereo not drawn)	0	0.0	-6	17	9	-2	10*	0	-3
CCOC(=O)CN1C(=O)C2(OCCCO2)c2cc(Br)ccc21	-15	0.0	4	6	8	0	2.8	0	-17
COc1cccc(CNC(=O)CN2c3cccc4cccc(c34)S2(=O)=O)c1	-4	0.2	-17	5	-2	1	0.1	-6	29
C[N+]1(CC(=O)Nc2ccccc2Cl)CCN(C(=O)c2cccs2)CC1	0	-0.1	-16	6	1	-5	0.1	3	-7
O=C(CN1C(=O)c2ccccc2S1(=O)=O)Nc1ccccc1C(=O)NCc1ccco1	0	0.1	-5	-2	4	1	-0.9	-17	3
CS(=O)(=O)NCc1ccc(C(=O)O)cc1	7	0.0	8	-3	-2	-1	2.6	-5	-6
Cc1ccc(S(=O)(=O)CCC(=O)Nc2sccc2C#N)cc1	-1	-0.1	-4	11	0	1	-2.3	2	-3
CN(C)c1ccc2nc3c(=O)[nH]c(=O)nc-3n(CC(O)C(O)C(O)CO)c2c1 (stereo not drawn)	3	0.3	-5	-359	-4	-78	4.9	-16	-30
CCN(CC(=O)Nc1sc2c(c1C#N)CCC(C)C2)Cc1nc2ccccc2c(=O)[nH]1 (stereo not drawn)	-4	0.2	12	2	-1	7	5.2	-10	11
O=C(COc1coc(CN2CCN(c3ccccc3)CC2)cc1=O)NCC1CCCO1 (stereo not drawn)	-4	0.0	0	5	3	1	-1.2	6	1
c1ccc(-c2ccccc2OCCCCN2CCCCCC2)cc1	1	-0.1	-20	18	-1	-5	1.7	8	-3
CCn1cc(C(=O)N[C@H](C(=O)O)C(C)C)c(=O)c2cc3c(cc21)OCO3	1	-0.1	-12	1	-3	-6	-1.0	-7	-6

Later entries.
SMILES	PP1 counter	Efflux pump mplx	ZTA counter	PREPL inh	CTSL1 counter	TPT1 inhibitor	PP5 inh	EBNA-1 inh	core dimer inh
O=C(Nc1nc(-c2ccccn2)cs1)Nc1ccc(F)cc1F	38*	0.0	1	10	-2	0	2.1	8	3
CN(C)C(=O)CSc1nnc(Cc2ccc([N+](=O)[O-])cc2)o1	-2	0.1	0	15	0	3	1.6	-7	-3
C/C(=N/NC(=O)c1cccnc1)C1=C(O)CC(C)(C)CC1=O	4	0.3	11	-3	1	0	1.9	5	-14
Cc1nc(NC(=O)C2CC2)sc1C(=O)N1CCCCC1	-1	-0.2	3	4	0	-4	-2.5	6	0
CC(=O)Nc1ccc(/C(C)=N/Nc2nc(Nc3ccccc3)nc(N3CCOCC3)n2)cc1	-4	0.0	29	-2	2	-1	-0.9	0	2
N#CCSc1nc(Nc2ccc3c(c2)OCO3)c2ccccc2n1	0	-0.1	0	17	0	-1	1.9	-7	5
O=C(CCS(=O)(=O)c1cc2c(cc1Cl)NC(=O)CO2)NCCc1ccccc1	-1	-0.1	8	0	2	-4	-2.5	2	5
CN(C)S(=O)(=O)c1ccc(C(=O)NCC2(N3CCOCC3)CCCCC2)cc1	-1	0.0	1	9	·	·	-0.3	·	·
CC[C@H](C)/C=C(C)/C=C/C1=CC2=CC(=O)[C@]3(C)OC(=O)[C@@H](C(C)=O)[C@@H]3C2=CO1	-2	1.3	15	-3	4	27*	2.6	-12	56*
O=C(Nc1ccc(C(=O)N2CCCCC2)cc1)c1cccs1	-6	-0.2	15	-6	-2	2	-0.4	4	2
CCOc1ccc(S(=O)(=O)NCc2cccnc2)cc1	7	0.1	14	-7	-1	-1	5.5	7	0

Source: PubChem

The list is partial (hit frequency here may not be typical).
